From PubChem
GPR55 LPI antagonism: inhibition of LPI-stimulated GPR55 beta-arrestin translocation – imaging, U2OS, beta-arrestin-GFP, LPI agonist, primary screen (AID 2013); U2OS GPR55 beta-arrestin-GFP translocation imaging, LPI antagonism; higher % means a stronger effect; inhibition, % at 10 µM; hits with a dose series show IC50 in µM; 290,000 compounds, 0.13% hits;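 active = spots per cell inhibited over 60%, with over 100 cells counted and total cytoplasm intensity under 500,000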;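 note: U2OS cells stably carrying GPR55 and arrestin-GFP stimulated by 5 µM LPI near EC80; imaged beta-arrestin-GFP aggregate spots per cell after agonist stimulation; plate controls were LPI-stimulated DMSO wells for no effect and DMSO wells without LPI for full effect; some results filed as inactive read as strong as hits; confirmed hits need IC50 under 10 µM and bright autofluorescent wells are also inconclusive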
NOD1 inhibition: inhibition of NOD1-driven NF-kB reporter – cell-based, luminescence, uHTS, primary screen (AID 1578); NOD1-driven NF-kB luciferase reporter cells, luminescence; higher % means a stronger effect; inhibition, % at 4 µM; hits with a dose series show EC50 in µM; 290,000 compounds, 1% hits; in the data active = inhibition mostly above about 36%, no sharp cut-off; inactive = mostly below about 34%;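 note: HEK-293T reporter cells stimulated with the NOD1 agonist gamma-tri-DAP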
NOD2 inhibition: inhibition of NOD2-driven NF-kB reporter – cell-based, luminescence, uHTS, HEK293 (AID 1566); HEK293 NOD2/NF-kB luciferase reporter, luminescence; higher % means a stronger effect; inhibition, % at 4 µM, or EC50 in µM where a hit was titrated; 290,000 compounds, 0.63% hits; note: many of its hits are not listed in these tables
Myeloid diff 2: myeloid differentiation induction; ER-HoxA9 myeloid progenitors, lysozyme-GFP differentiation, flow cytometry; calls only at 10 µM; 360,000 compounds, 1% hits;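 active = normalized GFP-positive differentiation at or above the plate's own cutoff, the solvent-only control mean plus 3 SD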;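 note: cells exposed to compound for four days before flow analysis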
GPR55 activation: selective activators of receptor GPR55 – imaging, U2OS cells, beta-arrestin-GFP redistribution, primary screen (AID 1961). U2OS GPR55 beta-arrestin-GFP redistribution imaging; higher % means a stronger effect. activation, % at 10 µM; hits with a dose series show EC50 in µM. 290,000 compounds, 0.048% hits;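 active = activation above 40% with more than 50 cells counted in the well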;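 note: U2OS osteosarcoma cells stably expressing GPR55 and beta-arrestin-GFP; plate controls were DMSO negative control for no effect and LPI positive control for full effect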
HIV fusion peptide: inhibitors of HIV fusion peptide binding, primary screen, biochemical, uHTS, fluorescence dequenching (AID 1986) | cell-free peptide binding, fluorescence dequenching, 30 min; higher % means a stronger effect | inhibition, % at 20 µM; hits with a dose series show IC50 in µM | 290,000 compounds, 0.3% hits; in the data active = inhibition mostly above about 52%, no sharp cut-off; inactive = mostly below about 76%; note: some results filed as inactive read as strong as hits
KOR beta-arrestin-1: KOR antagonists, beta-arrestin recruitment, cell-based, luminescence, uHTS (AID 1778); 290,000 compounds, 0.091% hits; inhibition, % at 10 µM; hits with a dose series show IC50 in µM; KOR beta-arrestin recruitment, luminescence, antagonist mode; higher % means a stronger effect; note: strong numbers were not always called active
KOR beta-arrestin-2: kappa opioid receptor activators – cell-based, luminescence, uHTS, primary screen (AID 1777) | KOR beta-arrestin recruitment, luminescence; higher % means a stronger effect | activation, % at 10 µM, or EC50 in µM where a hit was titrated | 280,000 compounds, 0.02% hits; in the data active = activation above about 50%, passing the limit was not always enough; note: a part of the inactive calls stands beside numbers as strong as those of hits
GPR35 arrestin U2OS: GPR35 antagonists blocking zaprinast-driven arrestin recruitment, primary screen, imaging, U2OS, beta-arrestin-GFP, zaprinast agonist (AID 2058). inhibition, % at 10 µM, or IC50 in µM where a hit was titrated. 290,000 compounds, 0.052% hits. U2OS GPR35 beta-arrestin-GFP translocation imaging, zaprinast antagonism; higher % means a stronger effect;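 active = inhibition of at least 50% with at least 30 cells and total cytoplasm GFP at most 10,000,000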
Myeloid diff 2 GFP+ MAC1+ %: recorded beside Myeloid diff 2, whose call it bears; GFP+ MAC1+ double positive, %; measured here: differentiation confirmed by MAC1 staining
Starred values were filed as active, the others as inactive; i = inactive; nt = no result given; [ ] = remark or other dose. Cut-off read from the data, not from the text of the source, unless noted: active = inhibition above about 50%; inactive = the rest. This is a subset (hit frequency here may not be typical).

compound	GPR55 LPI antagonism	NOD1 inhibition	NOD2 inhibition	Myeloid diff 2	Myeloid diff 2 GFP+ MAC1+ %	GPR55 activation	HIV fusion peptide	KOR beta-arrestin-1	KOR beta-arrestin-2	GPR35 arrestin U2OS
O=C(CSc1nc2ccc([N+](=O)[O-])cc2[nH]1)c1ccc2ccccc2c1	4%	3%	-1%	i	6.2	0.0%	3.2%	-20%	-0.1%	-5%
CCCn1nc(C(=O)OCC(=O)c2c(N)n(C)c(=O)n(C)c2=O)c2ccccc2c1=O	8%	-39%	3%	i	0.7	0.2%	0.5%	-15%	4.4%	-4%
Cc1ccc(NC(=O)c2sc(=S)n(-c3cc(C)ccc3F)c2N)cc1	26%	-2%	4%	i	0.4	-0.3%	4.3%	1%	-2.8%	8%
COc1ccc(N2C(=O)CC(N3CCC(C(N)=O)CC3)C2=O)cc1 (centres undefined)	9%	nt	3%	i	4.8	-0.2%	1.1%	22%	3.1%	0%
CCc1nc2nc(C)c(NS(=O)(=O)c3ccc(Br)s3)c(=O)n2[nH]1	4%	32%	-7%	i	0.4	-0.2%	2.5%	-22%	3.1%	4%
CCN1CCN(CC(O)COc2ccc(C(C)=O)cc2)CC1 (centres undefined)	0%	-16%	-7%	i	1.5	-0.1%	1.1%	14%	6.5%	-2%
NC(=O)c1ccc(NC(=O)CCN2C(=O)c3ccccc3C2=O)cc1	-3%	3%	2%	i	0.5	-0.1%	-0.5%	-2%	-3.9%	9%
COc1ccc(C2(C(=O)NCCCN(C)C)CCOCC2)cc1	11%	-19%	8%	i	1.6	-0.3%	2.4%	11%	-0.1%	4%
CS(=O)(=O)NCCSCc1ccc(Cl)cc1	20%	-15%	-11%	i	0.8	0.2%	1.8%	-25%	4.3%	16%
CCOC(=O)c1nn(-c2ccc(F)cc2)c(=O)c(C#N)c1C	-17%	-31%	5%	i	1.8	0.6%	-1.0%	-39%[20 µM]	-5.4%	0%
Cc1ccc2c(c1)S/C(=C/c1ccc[n+](CCO)c1)N2C	0%	10%	17%	i	1.7	-0.5%	-2.5%	23%	-5.8%	-6%
COCCN(C(=O)Cn1nnc2ccccc21)C(C(=O)NC1CCCC1)c1cc(OC)ccc1OC (centres undefined)	-11%	-8%	2%	i	1.3	0.1%	-1.7%	30%	3.4%	12%
Cc1nc2ccccc2c(=O)n1/N=C/c1ccc(O)cc1O	6%	-10%	14%	i	0.5	-0.1%	-1.9%	-17%[20 µM]	0.9%	-16%
CC12CCC(C(=O)NCc3ccc(Cl)cc3)(OC1=O)C2(C)C (centres undefined)	16%	-15%	-4%	i	0.5	-0.2%	0.8%	8%	5.1%	11%
COc1ccc(CN(CC2CCCO2)C(=O)c2cc3sccc3n2C)c(OC)c1 (centres undefined)	4%	22%	18%	i	1.1	-0.1%	-1.5%	-32%[20 µM]	-5.3%	4%
Cc1ccccc1NC(=O)Cn1cc(C(=O)C2CC2)c2ccccc21	-11%	12%	-23%	i	0.4	-0.1%	1.9%	-45%	9.0%	6%
Cn1c(=O)oc2cc(S(=O)(=O)Nc3ccccc3O)ccc21	61%	16%	15%	i	1.4	-0.1%	-0.4%	-36%[20 µM]	1.9%	0%
O=C(CSc1nnc(-c2c[nH]c3ccccc23)o1)c1ccc(-c2ccccc2)cc1	-2%	7%	2%	i	0.5	0.1%	-1.9%	20%	0.1%	17%
CC(C)(C)NC(=O)C(c1ccncc1)N(C(=O)c1csnn1)C1CC1 (centres undefined)	9%	13%	7%	i	1.1	-0.2%	-3.1%	47%	-1.5%	6%
COc1ccccc1N1CCN(C(c2cc3ccc(C)cc3[nH]c2=O)c2nnnn2C2CCCC2)CC1 (centres undefined)	7%	-23%	25%	i	1.0	0.1%	4.2%	-22%	-3.0%	4%
O=C1c2ccccc2C(=O)N1c1ccc(S(=O)(=O)N2CCCCC2)cc1	-6%	-30%	2%	i	0.6	0.3%	0.4%	11%[20 µM]	-5.4%	3%
C=CCN(c1ccccc1)S(=O)(=O)c1ccc2c(c1)oc(=O)n2C	-6%	2%	7%	i	1.2	-0.1%	0.9%	-2%	-4.0%	-14%
N#CC1=C(N)Nc2ncnn2C1c1ccc([N+](=O)[O-])cc1 (centres undefined)	7%	-8%	12%	i	0.6	-0.1%	-1.8%	19%	7.3%	-1%
COc1ccc(C(=O)N2CCC(n3nccc3NC(=O)C3CCOC3)CC2)cc1 (centres undefined)	15%	33%	-24%	i	0.9	-0.1%	-2.6%	25%	-0.3%	3%
Cc1cccc(-c2nnc(SCC(=O)Nc3cc(C)on3)n2C)c1	0%	41%	15%	i	2.7	-0.1%	3.1%	9%	6.4%	-17%
CCN(CC)S(=O)(=O)c1ccc(N2CCOCC2)c(NC(=O)CC23CC4CC(CC(Br)(C4)C2)C3)c1	6%	-22%	0%	i	0.7	0.3%	0.1%	2%	7.2%	12%
Cc1cc(N2CCCC2)nc(SCC(=O)c2ccccc2)n1	8%	-15%	7%	i	0.9	-0.2%	-0.4%	4%	-4.9%	0%
OC(CNC1CCCC1)COCCOc1ccc(Br)cc1 (centres undefined)	-17%	0%	16%	i	0.5	-0.1%	-1.8%	24%	-2.9%	-8%
Nc1nc(-c2ccco2)nn1C(=O)c1cccnc1	0%	-17%	5%	i	0.7	-0.2%	4.1%	-28%	6.3%	8%
CCc1nnc(NC(=O)CN2CCN(Cc3ccc(C)cc3)CC2)s1	0%	-16%	-2%	i	0.5	-0.4%	0.8%	-25%[20 µM]	-3.9%	2%

Single records (already shown). Order of screens: GPR55 LPI antagonism, NOD1 inhibition, NOD2 inhibition, Myeloid diff 2, Myeloid diff 2 GFP+ MAC1+ %, GPR55 activation, HIV fusion peptide, KOR beta-arrestin-1, KOR beta-arrestin-2, GPR35 arrestin U2OS
CCc1nc2nc(C)c(NS(=O)(=O)c3ccc(Br)s3)c(=O)n2[nH]1 reads 4%, 32%, -7%, i, 0.4, -0.2%, 2.5%, -22%, 3.1%, 4%
Cc1cccc(-c2nnc(SCC(=O)Nc3cc(C)on3)n2C)c1 reads 0%, 41%, 15%, i, 2.7, -0.1%, 3.1%, 9%, 6.4%, -17%
O=C1c2ccccc2C(=O)N1c1ccc(S(=O)(=O)N2CCCCC2)cc1 reads -6%, -30%, 2%, i, 0.6, 0.3%, 0.4%, 11%[20 µM], -5.4%, 3%
Cc1nc2ccccc2c(=O)n1/N=C/c1ccc(O)cc1O reads 6%, -10%, 14%, i, 0.5, -0.1%, -1.9%, -17%[20 µM], 0.9%, -16%
CCOC(=O)c1nn(-c2ccc(F)cc2)c(=O)c(C#N)c1C reads -17%, -31%, 5%, i, 1.8, 0.6%, -1.0%, -39%[20 µM], -5.4%, 0%

Further records
compound	GPR55 LPI antagonism	NOD1 inhibition	NOD2 inhibition	Myeloid diff 2	Myeloid diff 2 GFP+ MAC1+ %	GPR55 activation	HIV fusion peptide	KOR beta-arrestin-1	KOR beta-arrestin-2	GPR35 arrestin U2OS
COc1ccccc1CN1CCNC(=O)C1CC(=O)NCc1csc(C)n1 (centres undefined)	2%	-43%	6%	i	0.4	0.0%	0.4%	-5%	5.1%	1%
Cc1nn(C)cc1S(=O)(=O)N1CCN(c2ccccc2F)CC1	14%	-11%	5%	i	2.0	0.0%	0.0%	11%	-2.0%	3%
Cc1cccc(-c2noc(CCCC(=O)N3CCOCC3)n2)c1	-11%	0%	12%	i	0.6	-0.1%	0.4%	-19%	-2.3%	-8%
Cc1nnc2ccc(-c3cccc(NC(=O)c4ccco4)c3)nn12	7%	-35%	-8%	i	0.6	-1.0%	2.4%	30%	-7.2%	-12%
COc1ccc(Cn2ccnc2)cc1Br	15%	15%	0%	i	0.4	1.0%	-2.9%	-33%	-3.7%	-7%
Cc1cc(C)c[n+](C2=C([O-])c3ccccc3C(=O)/C2=N\S(=O)(=O)c2cccs2)c1	0%	-29%	24%	i	0.2	-0.2%	0.9%	10%	20%	3%
O=C(Cn1cnc2ccccc2c1=O)Nc1ccc2c(c1)OCCO2	-2%	-72%	-75%	i	1.0	0.5%	-1.7%	-3%	nt	-2%
O=c1c2cccnc2[nH]c(=S)n1CCCN1CCN(c2ccc(F)cc2)CC1	2%	-34%	-48%	i	1.1	0.2%	-3.1%	-11%	-3.7%	-4%
Cc1nn(-c2ccccc2)c2[nH]c(=O)c(CNCCN3CCOCC3)cc12	24%	-10%	11%	i	0.4	-0.1%	-1.8%	27%	-5.5%	-15%
COc1ccc2c(c1)oc(=O)c1c3ccccc3[nH]c21	1%	19%	-58%	i	0.6	0.9%	-0.5%	-77%[20 µM]	-2.3%	3%
O=C(N/N=C/c1ccc([N+](=O)[O-])cc1)c1c[nH]c2ccccc12	-1%	-26%	-14%	i	0.2	-0.2%	-5.7%	5%	-3.2%	8%
CCOC(=O)CNC(=O)CSc1ccc(-c2nc3ccccc3[nH]2)cn1	9%	-6%	-2%	i	0.4	-0.1%	0.7%	-22%[20 µM]	-2.0%	-17%
O=c1nc(N(c2ccccc2)c2ccccc2)[nH]c(=O)[nH]1	5%	nt	-10%	i	0.8	-0.2%	-0.6%	22%	-2.0%	5%
Cc1ccc(-c2nc3ncccc3o2)cc1NC(=O)c1cccs1	4%	-28%	-7%	i	0.1	-0.1%	-0.1%	-6%[20 µM]	nt	7%
COc1ccc(-n2nnnc2SCC(=O)c2ccc(O)c(O)c2)cc1	2%	-32%	-4%	i	0.5	-0.1%	23%	11%	-6.0%	-6%
Cc1ccc(S(=O)(=O)/N=C(/Nc2c(C)n(C)n(-c3ccccc3)c2=O)c2ccccc2)cc1	11%	-13%	9%	i	0.6	1.2%	3.3%	-20%	14%	-20%
Cc1ccccc1NC(=O)NCC1CCCO1 (centres undefined)	5%	-2%	7%	i	1.2	-0.2%	-2.0%	16%	3.0%	17%
COc1ccc(C)cc1Nc1c2c(nc3ccccc13)CCC2	-22%	10%	28%	nt	nt	-0.1%	-0.1%	-77%	-2.8%	-8%
